# Assay outcomes deposited in PubChem BioAssay by National Center for Advancing Translational Sciences (NCATS).
# BAZ2B inh = blocks human BAZ2B; Q9UIF8; AlphaScreen BAZ2B-H3K14Ac peptide displacement; Potency, µM (titrated, usually from 114 µM), for the others: at the top dose activity change, negative = inhibition, actives largely listed as inhibitors; hit rate 4.4% among 360,000; AID 504333; also: potency is read from the fitted curve at half-maximal effect; % is scaled to controls: 0 for no effect and ±100 for the full control effect; nearly all actives have a fitted effect of over 60% in size
#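 Compounds, titrated to a top concentration of 110 uM, were incubated 30 min at room temperature with preformed BAZ2B/acetyl-K14 H3 peptide complex (50 nM each). Proximity signal was measured by AlphaScreen after 20 min with beads.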
# JMJD2A Tudor = JMJD2A Tudor domain (human) inhibition; Potency, µM (highest dose often 114 µM), for inactives: at the top dose activity change, negative = inhibition, actives largely listed as inhibitors; O75164; hit rate 4.4% among 390,000; AlphaScreen JMJD2A-Tudor / H3K4me3 peptide binding; also: potency is read from the fitted curve at half-maximal effect; % is scaled to controls: 0 for no effect and ±100 for the full control effect; nearly all actives have a fitted effect of over 50% in size
# PGK inhibitor = T. brucei PGK inhibition; Potency, µM (series often up to 57.5 µM), for the others: at the highest dose activity change, negative = inhibition, most hits filed as inhibitors; AID 602233; hit rate 0.043% among 380,000; PGK/GAPDH coupled, Kinase-Glo luminescence, 60 min; also: potency is read from the fitted curve at half-maximal effect; % is scaled to controls: 0 for no effect and ±100 for the full control effect; nearly all actives have a fitted effect of over 60% in size
#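 Recombinant glycosomal PGK reaction used 1,3-bisphosphoglycerate generated in-well by GAPDH (100nM final) in 100mM TEA pH 7.6, 5mM MgCl2, 0.01% Tween-20. After 60 minutes at room temperature, ATP was read by Kinase-Glo Plus luminescence end-point.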
# Pol eta inh = blocks human DNA polymerase eta activity; hit rate 1.2% among 390,000; AID 588591; Potency, µM (top dose mostly 114 µM), for the others: at the top dose activity change, negative = inhibition, hits mostly inhibitors; recombinant Pol eta, fluorescent DNA replication assay; also: potency is read from the fitted curve at half-maximal effect; % is scaled to controls: 0 for no effect and ±100 for the full control effect
#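 Pol eta at 10 nM preincubated with compounds 15 min at room temperature; reaction started with fluorescent substrate (50 nM final) and read kinetically at 0 and 10 min.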
# HP1b binding inh = blocks HP1-beta chromodomain binding to methylated histone tails; hit rate 0.56% among 390,000; Potency, µM (highest dose often 114 µM), without a hit: top-dose activity change, negative = inhibition, hits mostly inhibitors; P83916; AlphaScreen HP1-beta / biotin-H3K9me3 peptide binding; also: potency is read from the fitted curve at half-maximal effect; nearly all actives have a fitted effect of over 70% in size; inactives centre near 23
#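 HP1-beta protein (50 nM final) preincubated 30 min at room temperature with biotinylated H3(1-18)K9me3 peptide (50 nM) in PBS pH 7.4, 0.01% Tween-20, then compound added for 30 min. AlphaScreen streptavidin donor/nickel chelate acceptor beads (10 ug/mL final), 30 min dark, luminescence read.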
# PI4K2A inh = PI4K2A (human) kinase inhibition; AID 1346378; activity change, negative = inhibition, % at 76.9 µM; Q9BTU6; purified PI4K2A, ADP-Glo luminescence, 1 h; hits give low values; hit rate 0.13% among 420,000; in the data active = activity change below about -50%; inconclusive = mostly about -30% to -49%;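 also: -100% = wells without enzyme as full effect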
# Target sequence (Q9BTU6 whole entry, looked up): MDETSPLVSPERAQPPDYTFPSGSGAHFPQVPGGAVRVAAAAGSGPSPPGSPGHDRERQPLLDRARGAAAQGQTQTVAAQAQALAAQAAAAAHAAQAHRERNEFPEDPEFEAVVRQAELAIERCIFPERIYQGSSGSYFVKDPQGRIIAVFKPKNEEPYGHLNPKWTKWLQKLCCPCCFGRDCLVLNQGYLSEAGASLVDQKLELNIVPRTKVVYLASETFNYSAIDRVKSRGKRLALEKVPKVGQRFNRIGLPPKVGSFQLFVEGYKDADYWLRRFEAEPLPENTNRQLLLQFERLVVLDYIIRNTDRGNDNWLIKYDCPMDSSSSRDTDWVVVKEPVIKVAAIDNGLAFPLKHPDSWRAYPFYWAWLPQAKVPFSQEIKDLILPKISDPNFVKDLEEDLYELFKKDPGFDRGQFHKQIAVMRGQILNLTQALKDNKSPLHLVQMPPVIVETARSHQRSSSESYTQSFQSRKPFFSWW
#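 ADP-Glo luminescence measured ADP generated by PI4K2A enzyme (4 ug/mL before mixing) with 1.2 mM PI substrate (pre-mix) and 300 microM ATP (pre-mix). Tris pH7.5 buffer with MgCl2, Triton X-100; 1 h reaction at ambient temperature.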
# GLS inhibitor = blocks human kidney-isoform glutaminase activity; Potency, µM (doses to about 45.5 µM), for inactives: top-dose activity change, negative = inhibition, usual class: inhibitors; AID 624170; O94925; GLS enzymatic activity, qHTS titration; hit rate 0.21% among 410,000; also: potency is read from the fitted curve at half-maximal effect; % is scaled to controls: 0 for no effect and ±100 for the full control effect
#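 hKGA in 45 mM KH2PO4 pH 8.2, 0.02% Tween-20 with pin-transferred compounds; 1 mM L-glutamine (stock) plus glutamate oxidase/HRP/Amplex Red coupling added. Fluorescence read initially and after 30 min at RT.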
# Pin1 inh = human Pin1 inhibition; Pin1 FP peptide displacement, HiFluor488, 10 min; Q13526; AID 504891; Potency, µM (titrated, usually from 115 µM), without a hit: at the highest dose activity, negative = inhibition, most hits filed as inhibitors; hit rate 0.009% among 390,000; active = well fitted inhibition curve with a large enough effect in the polarisation, with a control signal flat, not every such curve was filed as active; inconclusive = small, poorly fitted or top-dose-only effect, or effect the other way, or a change in a side signal; inactive = no such curve, though single readings can be large or run the other way; the % refers to the polarisation; also: potency is read from the fitted curve at half-maximal effect; % is scaled to controls: 0 for no effect and ±100 for the full control effect
# Target sequence (Q13526 whole entry, looked up): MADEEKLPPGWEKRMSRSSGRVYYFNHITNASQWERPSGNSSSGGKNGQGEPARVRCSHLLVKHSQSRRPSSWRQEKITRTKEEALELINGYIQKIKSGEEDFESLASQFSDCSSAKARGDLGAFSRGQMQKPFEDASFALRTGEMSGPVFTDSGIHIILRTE
# G9a block = G9a (human) methyltransferase inhibition. Q96KQ7. G9a H3K9 monomethylation, AlphaScreen, 2 h. Potency, µM (series often up to 102 µM), for inactives: at the top dose activity, negative = inhibition, hits mostly inhibitors. hit rate 8.8% among 350,000; also: potency is read from the fitted curve at half-maximal effect; % is scaled to controls: 0 for no effect and ±100 for the full control effect; nearly all actives have a fitted effect of over 75% in size
# Target sequence (Q96KQ7 913-1193 limits assumed): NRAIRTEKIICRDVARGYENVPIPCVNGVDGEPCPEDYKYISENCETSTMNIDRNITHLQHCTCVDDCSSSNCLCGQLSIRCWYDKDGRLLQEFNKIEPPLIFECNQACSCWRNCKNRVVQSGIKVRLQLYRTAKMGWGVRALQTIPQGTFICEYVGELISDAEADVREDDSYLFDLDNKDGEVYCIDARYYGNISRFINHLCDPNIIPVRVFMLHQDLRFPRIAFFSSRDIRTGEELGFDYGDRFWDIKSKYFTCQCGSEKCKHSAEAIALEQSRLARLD
#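 G9a (20 nM) preincubated 15 min RT with compounds, then 500 nM biotinylated H3K9 peptide and 20 uM SAM added; 2 h RT reaction. Monomethyl-H3K9 product detected by AlphaScreen with anti-H3K9me1 antibody, streptavidin donor and anti-rabbit IgG acceptor beads.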
# * marks the source's active call; other numbers are inactive results; i = inactive; ? = inconclusive; nt = not tested or not shown; & = joins results of further samples; [ ] = dose if it differs, or a comment. Unless noted, calls follow the shape of the dose curve; as a rule, active = well fitted curve in the direction sought with a large enough effect; inconclusive = small, poorly fitted or top-dose-only effect, or another doubt; inactive = no such curve, though single readings can be large; an effect the other way counts as inactive or inconclusive. The list is partial, so the mix of outcomes need not match the whole.
# Order of results – BAZ2B inh, JMJD2A Tudor, PGK inhibitor, Pol eta inh, HP1b binding inh, PI4K2A inh, GLS inhibitor, Pin1 inh, G9a block
Cc1cc(C)n(CCN(C)C(=O)C2CCC(=O)N(CCc3cccc(F)c3)C2)n1 (centres undefined)
 : -3%, 4%, -2%, 4%, 11%, -1, 15%, -1%, nt
Brc1ccc(C[n+]2ccccc2)cc1
 : 6%, -3%, 8%, -22%, 38%, -6, -2%, -6%, 25%[2.33 µM]
O=C(CCn1c(=O)oc2ccccc21)Nc1cccc(Br)c1
 : 3%, -7%, 5%, -26%, 42%, 1, 0%, 3%, 9%
Cc1ccccc1CN1CCN(S(=O)(=O)c2ccc(Cl)s2)CC1
 : 12%, 47%[activator], -1%, ?, 111%[activator], -4, 0%, 14%, 35%
Cc1nn(-c2ccccc2)c(C)c1/C=N/NC(=O)CSc1nnc(SCc2cccc3ccccc23)s1
 : -6%, -3%[57.1 µM], 9%, -13%, 29%, 2, 12%, ?, -10%[59 µM]
CCOc1ccc(C(=O)O/N=C(\N)c2ccccn2)cc1OCC
 : 0%, 13%, -1%, -11%, 24%, 1, -2%, 1%, 4%[12.7 µM]
CCCCOc1ccc(C(=O)NCCc2csc3nc(-c4ccccc4F)nn23)cc1
 : -3%, -5%, 10%, -22%, 25%[57 µM], 1, -3%, 18%, 5%[59 µM]
CCCCC(=O)O[C@]1(C(=O)CO)CC[C@H]2[C@@H]3CCC4=CC(=O)CC[C@]4(C)[C@H]3[C@@H](O)C[C@@]21C
 : -7%, -20%, i, -17%, 18%, 1&1, 2%, 1%, -5%[59 µM]
O=C(C1CCN(C2CCN(C/C(Cl)=C/c3ccccc3)CC2)CC1)N1CCOCC1
 : -1%, -19%, -1%, -5%, 25%, -2, 1%, 12%, -6%
COc1ccc(C=NCCCN2CCOCC2)cc1
 : 5%, -16%, -9%, 1%, 2%, 1, 0%, 10%, -11%[59 µM]
O=S(=O)(c1ccc(N2CCN(CCO)CC2)nc1)N1CCOCC1
 : -5%, -4%, -7%, -5%, 14%, -7, 13%, -4%, 6%[0.501 µM]
COc1ccc(CCN2CC(C(=O)N(C)Cc3c(C)n[nH]c3C)CCC2=O)cc1 (centres undefined)
 : 10%, 1%, -3%, -11%, 36%, 10, -13%, -3%, nt
CCn1ncc(Cl)c1C(=O)Nc1cc(Cl)ccc1Cl
 : 41%[activator], 22%, 2%, -12%, 89%[activator], -5, -2%, 10%, 71%[activator][59 µM]
CCOC(=O)C1CCN(c2nc(C)cc(C)c2C#N)CC1
 : -4%, 27%, -5%, -5%, 75%[activator], 2, 8%, -11%, 11%[12.7 µM]
O=C(/C=C/c1ccccc1)NC(=S)NNS(=O)(=O)c1ccccc1
 : -17%, -30%, 0%, -14%, ?, 6, 43%[activator], -19%, 12%
COCCCNC(=O)Cn1cnc2sc(C)c(S(=O)(=O)N3CC(C)CC(C)C3)c2c1=O (centres undefined)
 : -18%, -1%, 2%, -22%, 37%, -1, -6%, -2%, 17%
Cc1cccc(NC(=O)CNC(=O)c2ccc(S(=O)(=O)NCc3ccco3)cc2)c1C
 : nt, nt, -7%, -5%, nt, 1, -5%, nt, nt
CCCCC(=O)Oc1ccccc1C1SCc2cc(C)c(C)cc2CS1
 : 0%, -2%, -3%, 2%, 18%, 4, -5%, 0%, -8%
Cc1onc(-c2ccc3c(c2)OCO3)c1-c1ccc2[nH]ccc2c1
 : -36%, -15%, -12%, -11%, 32%, -4, 7%, 6%, -8%
Cc1noc(C)c1S(=O)(=O)N1CCCN(C(=O)/C=C/c2ccccc2F)CC1
 : 0%, 15%, -6%, -15%, 34%[activator], -3, 0%, -8%, 6%[12.7 µM]

# Profiles as entered above.
# CCOC(=O)C1CCN(c2nc(C)cc(C)c2C#N)CC1 reads BAZ2B inh = -4%; JMJD2A Tudor = 27%; PGK inhibitor = -5%; Pol eta inh = -5%; HP1b binding inh = 75%[activator]; PI4K2A inh = 2; GLS inhibitor = 8%; Pin1 inh = -11%; G9a block = 11%[12.7 µM]
# CCn1ncc(Cl)c1C(=O)Nc1cc(Cl)ccc1Cl reads BAZ2B inh = 41%[activator]; JMJD2A Tudor = 22%; PGK inhibitor = 2%; Pol eta inh = -12%; HP1b binding inh = 89%[activator]; PI4K2A inh = -5; GLS inhibitor = -2%; Pin1 inh = 10%; G9a block = 71%[activator][59 µM]

# Other structures:
# Order of results – BAZ2B inh, JMJD2A Tudor, PGK inhibitor, Pol eta inh, HP1b binding inh, PI4K2A inh, GLS inhibitor, Pin1 inh, G9a block
CCOc1ccc(C(=O)NCC(=O)OCc2c(C)noc2C)cc1OCC
 : -2%, -10%, -5%, -13%, 29%, 0, -8%, -7%, 3%
CC(=O)Nc1ccc(NC(=O)COC(=O)c2ccc(Cl)nc2)cc1
 : -19%, 2%, -7%, -11%, 13%, 0, 9%, -11%, ?
O=C(OCC(=O)c1ccc(Br)s1)c1ccc(O)cc1
 : nt, -19%, -5%, -13%, 26%, 1, -9%, 3%, nt
CCOC(=O)Cn1nnc(-c2ccc(OCC(C)C)cc2)n1
 : 24%, -1%, 4%, -17%, 29%, -2, 2%, 4%, -8%[59 µM]
COc1ccc(N2CCN(S(=O)(=O)c3ccc(Cl)s3)CC2)cc1
 : -17%, -10%, -6%, -29%, -5%, -1, 0%, -7%, -25%
C=CCNC(=O)/C(=C/c1cccc([N+](=O)[O-])c1)NC(=O)c1ccco1
 : -12%, 0%, 6%, -21%, 37%, 5, 6%, -1%, 32%
Cc1ccc(S(=O)(=O)CC(=O)Nc2nc(-c3ccccc3)cs2)cc1
 : 45%[activator], -24%, -4%, -9%, -1%, 9, 8%, 16%, 26%[59 µM]
CC(=O)Nc1ccc(NC(=O)c2ccc3c(c2)N(Cc2cccc(Cl)c2)C(=O)c2ccccc2S3=O)cc1 (centres undefined)
 : 2%, -17%, 1%, -15%, -4%, 2, -6%, 35%[activator], -30%[59 µM]
Cc1noc2ncnc(N3CCCC(C(=O)Nc4cccc(C(F)(F)F)c4)C3)c12 (centres undefined)
 : 6%[57.1 µM], -16%, i, -20%, 7%, 2, 0%, -15%, -4%[59 µM]
COc1ccc(NC(=O)CSc2nnc(-c3cccs3)o2)cc1
 : -12%, -4%, i, -20%, 25%, 2, 4%, 0%, -2%[59 µM]

# A stretch from further up, for reference:
# Order of results – BAZ2B inh, JMJD2A Tudor, PGK inhibitor, Pol eta inh, HP1b binding inh, PI4K2A inh, GLS inhibitor, Pin1 inh, G9a block
CCOc1ccc(C(=O)NCC(=O)OCc2c(C)noc2C)cc1OCC
 : -2%, -10%, -5%, -13%, 29%, 0, -8%, -7%, 3%
CC(=O)Nc1ccc(NC(=O)COC(=O)c2ccc(Cl)nc2)cc1
 : -19%, 2%, -7%, -11%, 13%, 0, 9%, -11%, ?
O=C(OCC(=O)c1ccc(Br)s1)c1ccc(O)cc1
 : nt, -19%, -5%, -13%, 26%, 1, -9%, 3%, nt
CCOC(=O)Cn1nnc(-c2ccc(OCC(C)C)cc2)n1
 : 24%, -1%, 4%, -17%, 29%, -2, 2%, 4%, -8%[59 µM]

# (further entries)
# Order of results – BAZ2B inh, JMJD2A Tudor, PGK inhibitor, Pol eta inh, HP1b binding inh, PI4K2A inh, GLS inhibitor, Pin1 inh, G9a block
COc1cccc(CN2CCNC(=O)C2CC(=O)NCCN2CCOCC2)c1OC (centres undefined)
 : -11%, 2%, 10%, -11%, 24%, -1, 2%, ?, -45%
O=C1/C(=C/c2ccncc2)CCc2ccccc21
 : -28%, -12%, -19%, 79µM*, 35%, ?, -13%, 2%, -3%
Cn1c(Cc2ccccc2)nnc1SCC(=O)Nc1ccc2c(c1)OCCO2
 : 5%, -3%, -3%, -3%, 33%, 0, 4%, -1%, -5%
COc1cc(/C=C/C(=O)O)cc(S(=O)(=O)Nc2ccc3nc(SC)sc3c2)c1OC
 : nt, -14%, 0%, -17%, 14%, 2, -5%, -17%, 40µM*
CC(=O)c1cc(C#N)c(N2CCN(c3ccccc3)CC2)nc1C
 : -14%, -1%, i, -10%, 17%, -1, 20%, -6%, 0%
COc1ccc(OC)c(CCNC(=O)C(C)n2nc(C)c3c(C)n(-c4ccccc4)nc3c2=O)c1 (centres undefined)
 : -26%, ?, -10%, -10%, 9%, 6, 16%, -1%, 49%
CCN(CC)S(=O)(=O)c1cc(C(=O)OCC(=O)c2ccc3c(c2)NC(=O)CO3)ccc1Cl
 : -16%, 8%, -12%, -4%, 24%, 0, nt, 2%, -12%[59 µM]
CCOc1ccccc1N(CC(=O)NC1CCCCC1)C(=O)CCCC(=O)Nc1ccccn1
 : -18%, -3%, 8%, -6%, 34%[activator], 2, 26%, 3%, 9%[59 µM]
CCOC(=O)Nc1cccc2ccccc12
 : 7%, -6%, -4%, -7%, 42%[activator], -4, -1%, -3%, 3%[59 µM]
